# GPT2 inhibitor: blocks human glutamate pyruvate transaminase 2. Recombinant GPT2, coupled pyruvate oxidase/HRP Amplex Red fluorescence. AID 1671188. Potency, µM (top dose mostly 57.7 µM), for inactives: top-dose activity change, negative = inhibition, usual class: inhibitors. 100,000 tested, 0.25% active; note: potency is the fitted concentration of half-maximal effect; nearly all actives have a fitted effect of over 60% in size; many of its hits are not listed in these tables
#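 GPT2 10ng/uL, a-KG 250uM, L-Ala 2mM, HEPES pH7.5 + 0.0001% Tween; 30 min RT. Then Amplex mix (PO/HRP/ThPP), 30 min RT dark, fluorescence. AOA 50uM used as positive control.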
# HEK293 tox: HEK 293 cell cytotoxicity. HEK 293 viability, ATP luminescence (CellTiter-Glo), 48-72 h. 94,000 tested, 6.6% active. Potency, µM (highest dose often 115 µM), without a hit: top-dose activity change, negative = cytotoxicity, most hits filed as inhibitors. AID 1345083; note: potency is the fitted concentration of half-maximal effect; nearly all actives have a fitted effect of over 60% in size
#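 Cells seeded first (HEK 293, 250 cells/well), then compound added by pintool. Incubation ran 48 or 72 hr at 37 degree Celsius. CellTiter-Glo was added and luminescence imaged after 10 min at room temperature.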
# HEK293 viab: reduces viability of HEK-293 SNCA reporter cells; 150,000 tested, 0.12% active; HEK-293-SNCA-luc viability, GF-AFC fluorescence, 24 h; Potency, µM (doses to about 57.1 µM), inactives show at the highest dose activity change, negative = cytotoxicity, most hits filed as cytotoxic;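 note: potency is the fitted concentration of half-maximal effect; 0% = DMSO-treated cells and -100% = medium-only wells without cells; nearly all actives have a fitted effect of over 30% in size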
#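 Cytotoxicity counterscreen: after 24 h compound treatment of genome-edited SNCA-luciferase HEK-293 cells, live-cell protease substrate GF-AFC read by fluorescence after 30 min; activity scaled between DMSO (0%) and medium-only (-100%), curves Hill-fitted.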
# 3T3 cytotox: NIH 3T3 cell cytotoxicity. NIH 3T3 viability, CellTiter-Glo ATP luminescence, 48-72 h. Potency, µM (highest dose often 96.7 µM), for the others: top-dose activity change, negative = cytotoxicity, actives largely listed as inhibitors. 94,000 tested, 4.3% active. AID 1345082; note: potency is the fitted concentration of half-maximal effect; nearly all actives have a fitted effect of over 55% in size
#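 Cells were seeded at 400 per well, treated with pin-transferred compound, and kept 48 or 72 hr at 37 °C before CellTiter-Glo addition and luminescence imaging of cellular ATP.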
# SNCA expr inh: reduces expression of the alpha-synuclein gene | HEK-293 SNCA-luciferase knock-in, luminescence, 24 h | 140,000 tested, 0.17% active | Potency, µM (highest dose often 57.2 µM), without a hit: top-dose activity change, negative = inhibition, usual class: inhibitors;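 note: potency is the fitted concentration of half-maximal effect; plate controls were DMSO cells for no effect and cell-free wells for full effect; nearly all actives have a fitted effect of over 45% in size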
# IP6K1 inh: inhibitors of human IP6K1; IP6K1 kinase, ADP-Glo luminescence, 2 h; stronger effect = lower value; activity change, % (series mostly up to about 58 µM); 140,000 tested, 0.81% active; AID 1645851; in the data active = activity change below about -25%
# Target sequence (Q92551 whole entry, looked up): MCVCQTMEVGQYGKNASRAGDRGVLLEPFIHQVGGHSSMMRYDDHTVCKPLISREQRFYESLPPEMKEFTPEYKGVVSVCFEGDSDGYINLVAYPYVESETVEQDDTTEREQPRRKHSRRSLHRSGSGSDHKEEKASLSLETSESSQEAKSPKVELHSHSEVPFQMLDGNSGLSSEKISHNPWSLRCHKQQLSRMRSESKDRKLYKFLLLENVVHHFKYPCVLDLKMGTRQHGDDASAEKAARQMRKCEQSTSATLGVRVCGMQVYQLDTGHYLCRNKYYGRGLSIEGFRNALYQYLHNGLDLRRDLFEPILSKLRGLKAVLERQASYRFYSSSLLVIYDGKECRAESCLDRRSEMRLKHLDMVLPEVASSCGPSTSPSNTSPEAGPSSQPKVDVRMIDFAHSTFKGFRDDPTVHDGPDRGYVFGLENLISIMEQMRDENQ
#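 ADP-Glo luminescence measures ADP made by human IP6K1 during a 2 h RT reaction with ATP/IP6 (mix at 1.3 mM/130 uM); top library doses 57.5 and 19.1 uM final.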
# FLuc inh: inhibitors of firefly (Photinus pyralis) luciferase. P08659. purified P. pyralis luciferase, luminescence, biochemical. Potency, µM (top dose mostly 115 µM), for the others: top-dose activity change, negative = inhibition, usual class: inhibitors. 76,000 tested, 2.5% active; note: potency is the fitted concentration of half-maximal effect; nearly all actives have a fitted effect of over 65% in size
# Target sequence (P08659 whole entry, looked up): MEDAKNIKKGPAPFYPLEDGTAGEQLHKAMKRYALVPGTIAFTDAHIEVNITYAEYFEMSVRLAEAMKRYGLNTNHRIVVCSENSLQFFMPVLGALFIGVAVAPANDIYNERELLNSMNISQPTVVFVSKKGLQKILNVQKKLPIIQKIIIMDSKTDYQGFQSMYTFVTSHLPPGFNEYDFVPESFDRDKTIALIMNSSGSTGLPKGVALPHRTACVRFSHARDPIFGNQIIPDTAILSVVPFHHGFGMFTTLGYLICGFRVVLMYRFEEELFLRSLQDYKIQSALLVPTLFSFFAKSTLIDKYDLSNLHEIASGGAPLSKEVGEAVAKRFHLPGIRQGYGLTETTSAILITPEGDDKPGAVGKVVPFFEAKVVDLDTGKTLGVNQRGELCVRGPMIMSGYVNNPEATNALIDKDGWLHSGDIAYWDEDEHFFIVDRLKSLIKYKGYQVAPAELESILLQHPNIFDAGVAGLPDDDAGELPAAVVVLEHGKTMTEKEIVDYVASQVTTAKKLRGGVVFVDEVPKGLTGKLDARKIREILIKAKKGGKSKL
#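 FLuc 10nM, D-luciferin 10uM, ATP 10uM, Mg acetate 10mM, Tris acetate pH 7.5, Tween/BSA; cpd qHTS; enzyme added last; CCD luminescence.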
# Starred values were filed as active, the others as inactive; i = inactive; ? = inconclusive; . = not tested or not shown; [ ] = remark or other dose. Unless noted, calls come from the whole dose curve; as a rule, active = well fitted curve in the direction sought with a large enough effect; inconclusive = small, poorly fitted or top-dose-only effect, or another doubt; inactive = no such curve, though single readings can be large; an effect the other way counts as inactive or inconclusive. Unless noted, % is set by controls: 0 for no effect and ±100 for the full control effect.
SMILES	HEK293 viab	3T3 cytotox	IP6K1 inh	GPT2 inhibitor	SNCA expr inh	FLuc inh	HEK293 tox
Cc1cccc(OC(=O)CSc2nnc(-c3cccs3)o2)c1C	10%	.	6	.	19%	.	.
CC1=C(C(=O)N2CC(c3noc(COc4ccc(C)cc4)n3)C2)C2(CCCCC2)OC1=O	-17%	-29%	2	-2%	18%	-19%	?
O=C(NCC1CC1)c1cn(C2CN(C(=O)Nc3ccc4c(c3)OCCO4)C2)nn1	-6%	-6%	0	i	63%[activator]	-15%	-19%
CCc1nn(CC(=O)Nc2c(C)cc(C)cc2C)c(=O)c2cc3sccc3n12	16%	.	-4	.	20%	.	.
C#CCNC(=O)[C@H]1O[C@H](CCN(C)CCc2ccccc2)CC[C@@H]1O	-3%[87.6 µM]	1%[174 µM]	8	i	-22%[87.6 µM]	-1%[172 µM]	4%[172 µM]
CC(=O)N1CCCCCC1c1nc(C2CC2)no1 (stereo not drawn)	1%	-20%	26	-9%	-16%	5%	-17%
Cn1c(=O)n(-c2cccc(Cl)c2)c(=O)c2sc3ccccc3c21	?	.	0	.	10%	.	.
CC[C@@H](C)[C@H](NC(=O)C(C)(C)NC(=O)[C@H](CCC(N)=O)NC(=O)C(C)(CC)NC(=O)[C@H](Cc1c[nH]c2ccccc12)NC(C)=O)C(=O)N[C@H](C(=O)NC(C)(C)C(=O)N[C@@H](CC(C)C)C(=O)NC(C)(C)C(=O)N1CCC[C@H]1C(=O)N[C@@H](CCC(N)=O)C(=O)NC(C)(C)C(=O)N1CC(O)C[C@H]1C(=O)NC(C)(CC)C(=O)C1CC[C@@H](C(=O)N[C@@H](Cc2ccccc2)C(=O)NCC(=O)O)N1)C(C)O (stereo partly drawn)	-21%[5.56 µM]	.	8	i[11.5 µM]	.	.	.
COc1cc(Cc2cnc(N)nc2N)cc(OC)c1OC	5%	.	5	i	21%	.	.
CC(C)CCn1c(=O)c2cccnc2n(CC(=O)Nc2ccccc2F)c1=O	-21%	.	10	.	-22%	.	.
Cc1cc(C)cc(-n2c(SCC(=O)N3CCC(C)CC3)nc3c([nH]c4ccccc43)c2=O)c1	16%	.	0	.	7%	.	.
Cc1nccn1CC1(CNc2ncncn2)CC1	4%	-4%	-6	i[11.5 µM]	-11%	-2%	i
Cc1cccc(N(C)C(=O)C2CCC(CNS(=O)(=O)c3cccc4nsnc34)CC2)c1 (stereo not drawn)	?	.	-24	.	15%	.	.
CN1c2cc(C(=O)NC3CCCCC3)ccc2C(=O)N2CCCCC21 (stereo not drawn)	10%[12.5 µM]	-15%	-11	i	107%[activator]	-11%	?
COc1ccccc1/C=C/CN1CCCC(CNC(=O)COc2ccccc2OC)C1 (stereo not drawn)	-8%	?	15	1%	-3%	1%	?
CCCCCNC(=O)C1CCCN1Cc1cccc(-c2ccc(C)c(Cl)c2)c1 (stereo not drawn)	.	?	3	.	.	.	45µM*
O=C(CCn1ccn2nc3c(c2c1=O)CCCC3)NC1CCCCC1	7%	i	-4	2%	5%	4%	2%
CNC(=O)N1CCC2(CC1)CC(Cc1cccc(F)c1)CCO2 (stereo not drawn)	-2%	?	15	i	4%	3%	-29%
C[C@@]12C(=O)N(CC3CC3)c3ccccc3[C@@H]1[C@@H](C(N)=O)CN2C(=O)c1ccc(F)cc1	0%[23.9 µM]	-21%[46.1 µM]	18	i	5%[25.6 µM]	.	?
CCCn1cc(CNC(=O)c2ccc3c(c2)n(CC)c(=O)c2ccnn23)c(C)n1	2%	?	27	i	17%	5%	79µM*
O=C1CCN(C(=O)C2CCN(S(=O)(=O)c3cccs3)CC2)CCCCCCN1	-2%	-8%	-12	-7%	14%	-2%	i
CN(C)C(=O)c1cccnc1CC1CC(=O)N(c2ccccc2)C1 (stereo not drawn)	-7%	0%	20	i	8%	2%	1%
Cc1ccc(NC(=O)CN2C(=O)C(c3ccccc3)=NC23CCCCC3)cc1C	-19%	.	16	.	?	.	.
Cc1c(Nc2nc3ccccc3n3c(C)nnc23)cccc1C(=O)O	-7%	.	2	.	?	.	.
COCCNC(=O)C[C@@H]1C[C@@H](C(C)C)[C@H](CNC(=O)CCC(=O)O)C=C1C	-2%[87.6 µM]	3%[174 µM]	15	4%[88.5 µM]	5%[87.6 µM]	-7%[172 µM]	3%[172 µM]
O=C(N1CCOCC1)N1CCN(c2ccc3nnc(C4CC4)n3n2)CC1	.	-29%	13	.	.	.	-3%
O=[S+]([O-])(NC1CCCN(Cc2ccc(-c3cncnc3)cc2)C1)c1ccccc1 (stereo not drawn)	-3%[12.5 µM]	-19%	-2	-9%	19%	.	?
COc1cc(OC)cc(C(=O)Nc2ccc3nc(N4CCCCC4)cc(C)c3c2)c1	-6%	.	29	.	9%	.	.
Fc1ccc(-c2noc([C@@H]3CCCN3Cc3ccc(C(F)(F)F)cc3)n2)nc1	2%[87.6 µM]	-2%[138 µM]	-11	i	6%[87.6 µM]	-6%[172 µM]	-19%[172 µM]
Cc1c2cnn(CC(=O)NCc3ccc(F)cc3)c(=O)c2c(C)n1Cc1ccccc1F	7%	.	2	.	-27%	.	.

# Next part.
SMILES	HEK293 viab	3T3 cytotox	IP6K1 inh	GPT2 inhibitor	SNCA expr inh	FLuc inh	HEK293 tox
Cc1ccccc1S(=O)(=O)N1CCCC(CCC(=O)NCc2ccc(F)cc2)C1 (stereo not drawn)	-8%	-8%	27	-8%	3%	0%	?
CCN(CC)Cc1ccc2c(c1)CN(C(=O)Nc1ccc(OC)cc1)CCO2	6%	-18%	14	-3%	-5%	.	-6%
c1ccc2[nH]c([C@H]3CCN(CC4CCCCC4)C3)nc2c1	-5%[87.6 µM]	?	9	4%[88.5 µM]	12%[87.6 µM]	?	?
COCCO[C@H]1C(=O)N(C2CCN(S(=O)(=O)c3ccccc3)CC2)[C@H]1c1ccncc1	9%	-20%	17	1%	6%	-6%	-25%
COc1cccc(C(=O)N2C[C@@H](CO)[C@H](c3nc(C4CC4)no3)C2)c1	-2%	-13%	6	4%	-19%	2%	i
O=C(C1CCN(S(=O)(=O)c2cccs2)CC1)N1CCN(c2ccccc2F)CC1	?	.	18	.	39%[activator]	.	.
COc1ccccc1-n1ncc2c(=O)[nH]c(SCC(=O)Nc3cccc(F)c3)nc21	-5%	.	10	.	10%	.	.
CCN1CCN(c2cc(C)c3cc(NC(=O)c4cc(OC)cc(OC)c4)ccc3n2)CC1	-6%	.	-2	.	118%[activator]	.	.
Cc1ccc(C2Cn3nnc(-c4nc(-c5ccc(F)cc5)no4)c3CO2)c(C)c1 (stereo not drawn)	4%	i	7	-2%	11%	-6%	-5%
O=C(COCc1cc(-c2ccco2)on1)Nc1cccc(O)c1	-3%	.	1	.	41%[activator]	.	.
Cc1ccc(C)n1-c1nnc(N2CCC(C(=O)NCc3ccc(F)cc3)CC2)s1	0%	.	9	.	-8%	.	.
CCCn1cc(CNc2cc(CC)nc3c(C)c(C)nn23)cn1	-10%	?	19	-1%	-23%	-7%	?
O=C(CC1CCCC1)N1CCN2CCS(=O)(=O)N(C3CC3)C(=O)C2C1 (stereo not drawn)	-29%	-33%	5	i	21%	.	?
Cc1ccc(C2Cn3nnc(-c4noc(-c5ccc(N(C)C)cc5)n4)c3CO2)cc1 (stereo not drawn)	-1%	5%	8	i	38%[activator]	1%	-6%
CC(C)Cc1ccc(S(=O)(=O)N2CCC(c3ccncc3)CC2)cc1	-15%	.	7	.	-18%	.	.
O=C(NCCN1CCOC1=O)c1cc(COc2ccccc2F)[nH]n1	7%	3%	10	2%	3%	-4%	-1%
O=C(NCc1ccc(C(F)(F)F)cc1)c1nc2cccnc2n(C2CC2)c1=O	0%	?	8	-5%	21%	.	?
CCn1c2ccccc2c2nnc(N3CCN(c4cccc(Cl)c4)CC3)nc21	6%	.	32	.	0%	.	.
CC(C)=CC(=O)N1CC[C@H](NC(=O)NC2CCCCC2)[C@H]1C(=O)N[C@H](Cc1c[nH]c2ccccc12)C(N)=O	1%	-1%	-11	i	-21%	-3%	i
COc1ccc2[nH]c(C(=O)N3CCn4nc(CO)cc4C3)c(C)c2c1	-15%	3%	5	-3%	-24%	7%	2%
Cc1ccc(-n2nc3c(N4CCC(C(=O)NC5CCCCC5)CC4)nnc(C)c3c2C)cc1	-2%	.	20	.	-21%	.	.
COc1cc(NS(=O)(=O)c2ccc3c(c2)OCC(C(=O)N2CCCC2)O3)cc(OC)c1 (stereo not drawn)	-4%	.	-12	.	3%	.	.
CCOc1ccc(C(=O)NC(C)C(=O)N2CCN(c3ccccn3)CC2)cc1 (stereo not drawn)	6%	-2%	2	1%	4%	1%	1%
CCN1c2cc(C(=O)Nc3ccc(Br)c(C)c3)ccc2C(=O)N2CCCCC21 (stereo not drawn)	18%[12.5 µM]	?	-13	i	?	-12%	?
CCC(=O)Nc1ccccc1-c1nc2ccccc2n(CC(=O)Nc2ccccc2OC)c1=O	?	.	6	.	15%	.	.
O=C(NCCCN1CCOCC1)c1cccc2c1CCN2C(=O)Nc1ccc(F)cc1	10%	-10%	-6	4%	122%[activator]	25µM*	-29%
Cc1cc(=O)n(CC(=O)Nc2cccc(C#N)c2)c(N2CCc3ccccc3C2)n1	-28%	?	11	-10%	-16%	-1%	?
Cc1ccc(C(=O)NCc2nnc3c(-c4nc(C(C)C)no4)cccn23)cc1C	5%	-12%	10	i	5%	-11%	-10%
COC(=O)[C@H](NC(=O)[C@@H]1C[C@@H](NC(=O)Nc2cccc(F)c2)CCN1C(=O)CCC(=O)O)C(C)C	-1%	1%	15	i	?	0%	-2%
O=[S+]1([O-])c2cnccc2O[C@@H](COCc2ccccc2)CN1Cc1ccccc1	-8%[23.9 µM]	?	5	?	?	.	?
COc1cccc(C2c3c(-c4ccccc4O)n[nH]c3C(=O)N2Cc2cccnc2)c1 (stereo not drawn)	?	.	37	.	80%[activator]	.	.
Cc1ccc(NS(=O)(=O)c2ccc3c(c2)C(C(C)C)C(=O)N3)cc1C (stereo not drawn)	-5%	.	-4	.	15%	.	.

# By substructure, the compounds so far containing a Cl atom (three)
SMILES	HEK293 viab	3T3 cytotox	IP6K1 inh	GPT2 inhibitor	SNCA expr inh	FLuc inh	HEK293 tox
Cn1c(=O)n(-c2cccc(Cl)c2)c(=O)c2sc3ccccc3c21	?	.	0	.	10%	.	.
CCCCCNC(=O)C1CCCN1Cc1cccc(-c2ccc(C)c(Cl)c2)c1 (stereo not drawn)	.	?	3	.	.	.	45µM*
CCn1c2ccccc2c2nnc(N3CCN(c4cccc(Cl)c4)CC3)nc21	6%	.	32	.	0%	.	.

# Bioassay records deposited in PubChem by National Center for Advancing Translational Sciences (NCATS).

# The list is partial; rates above refer to the full screens.
